D1 potentiator: enhances dopamine response at the human D1 receptor. potentiation, % at 10 µM. AID 504651. HEK293 TREx D1 cells, calcium flux, dopamine EC20 potentiation. 0.036% of 360,000 active. P21728; in the data active = potentiation above about 30%; note: 0% is about no effect
TRHR PAM: allosteric enhancers of human TRH receptor; P34981; TRHR cells, fluo-8 calcium fluorescence, EC20 TRH enhancement; enhancement, % at 2 µM; 0.66% of 360,000 active; AID 493056; in the data active = enhancement above about 30%; note: 0% is about no effect
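Enhancer read-out: after compound pinning and an initial kinetic agonist-mode read, an EC20 of TRH (10 nM final) was injected and fluo-8 calcium signal (Ex 480/Em 530) followed at 1 s/cycle for 100 cycles in TRHR-expressing cells.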
D2 antagonist: antagonizes the human D2 dopamine receptor | P14416 | HEK293 TREx D2 cells, calcium flux, dopamine EC80 | inhibition, % at 10 µM | 2% of 340,000 active | AID 485344; in the data active = inhibition above about 30%; note: 0% is about no effect
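Tetracycline-induced HEK293 T-REx cells expressing D2 force-coupled to calcium signalling were dye-loaded, exposed to compound for 180 s, then challenged with an EC80 of dopamine; calcium flux was followed kinetically for a further 180 s.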
D1 antagonist: human D1 dopamine receptor antagonism. P21728. HEK293 TREx D1 cells, calcium flux, dopamine EC80; active compounds read low. activity change, negative = inhibition, % at 10 µM. 3.2% of 360,000 active; in the data active = activity change below about -30%; note: % is set by controls: 0 for no effect and ±100 for the full control effect
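After overnight tetracycline induction at 30 C, force-coupled D1 HEK293 cells took up a no-wash calcium dye at room temperature. Compounds were added and monitored 180 s, and the response to EC80 dopamine was then recorded.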
D1 agonist: agonists of human D1 dopamine receptor; HEK293 T-REx D1 cells, calcium flux, agonist mode; activation, % at 2 µM; 1% of 360,000 active; note: 0% is about no effect
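Tetracycline-induced HEK293 TREx D1 cells, force-coupled to calcium signalling, were dye-loaded with a no-wash calcium kit. Compound was pin-added after a 10 s baseline. Fluorescence was read kinetically at 1 cycle/s for 180 s, with calcium rises flagged as agonism.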
RXFP1 antagonist: RXFP1 (human) relaxin receptor antagonism. HEK293-RXFP1, relaxin-stimulated cAMP HTRF, 30 min; active compounds read low. activity change, negative = inhibition, % at 57.5 µM. 0.59% of 350,000 active. AID 1259400;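 active = activity change of -60% or lower, but not beyond a set lower limit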; note: % is set by controls: 0 for no effect and ±100 for the full control effect
Target sequence (Q9HBX9 whole entry, looked up): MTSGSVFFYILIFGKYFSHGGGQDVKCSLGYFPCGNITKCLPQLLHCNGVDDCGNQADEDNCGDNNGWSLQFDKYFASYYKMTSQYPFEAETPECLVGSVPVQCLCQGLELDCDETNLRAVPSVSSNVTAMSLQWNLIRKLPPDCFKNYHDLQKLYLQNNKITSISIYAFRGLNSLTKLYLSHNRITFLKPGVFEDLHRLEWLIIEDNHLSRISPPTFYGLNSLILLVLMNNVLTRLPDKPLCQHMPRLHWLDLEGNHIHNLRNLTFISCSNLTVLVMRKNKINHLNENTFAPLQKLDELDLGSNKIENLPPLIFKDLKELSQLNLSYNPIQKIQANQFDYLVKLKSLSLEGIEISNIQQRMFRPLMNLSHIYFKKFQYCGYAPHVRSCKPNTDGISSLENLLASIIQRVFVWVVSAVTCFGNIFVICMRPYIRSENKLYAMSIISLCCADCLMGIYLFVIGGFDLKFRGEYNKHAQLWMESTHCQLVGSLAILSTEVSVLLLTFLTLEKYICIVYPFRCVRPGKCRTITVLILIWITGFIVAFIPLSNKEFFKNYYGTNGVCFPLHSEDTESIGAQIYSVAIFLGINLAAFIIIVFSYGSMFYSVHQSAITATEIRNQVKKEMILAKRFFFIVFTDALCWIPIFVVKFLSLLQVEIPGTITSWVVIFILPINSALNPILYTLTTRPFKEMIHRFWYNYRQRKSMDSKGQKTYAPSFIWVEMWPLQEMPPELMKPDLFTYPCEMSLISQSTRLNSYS
TRHR agonist: TRH receptor (human) agonism | P34981 | TRHR cells, calcium flux fluo-8, FDSS agonist mode | activation, % at 2 µM | 0.18% of 360,000 active; note: 0% is about no effect
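TRHR-expressing cells, plated overnight in medium with 10% serum, were loaded with fluo-8 calcium dye at room temperature. After a 10 s baseline, library compound was pin-added and calcium release was recorded kinetically (ex 480/em 530) as agonist response.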
D2 agonist: agonists of human D2 dopamine receptor. P14416. HEK293 T-REx D2 cells, calcium flux agonist mode. activation, % at 2 µM. 0.53% of 340,000 active. AID 485358;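 active = activation over 3 SD above normal in the single-dose calcium agonist read, cut at about 30% in these data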; note: 0% is about no effect
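Calcium-flux readout, 1 cycle/sec over 180 s following compound pin transfer, in inducible HEK293 Trex D2 cells (force-coupled); dopamine controls included. Positive calcium responses during this window marked compounds as potential agonists.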
D2 potentiator: positively modulates the human D2 dopamine receptor allosterically | P14416 | 0.34% of 340,000 active | AID 485347 | HEK293 T-REx D2, calcium flux, EC20 dopamine potentiation | potentiation, % at 10 µM;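 active = potentiation over 3 SD above the plate norm, cut at about 30% in these data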; note: 0% is about no effect
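Tetracycline-induced HEK293 T-REx cells force-coupled to calcium signalling expressed D2; compounds were pin-added after a 10 s baseline, read kinetically 180 s, then an EC20 dopamine challenge followed with a further 180 s calcium read.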
Numbers without * were called inactive; nt = not tested or not shown. Cut-off read from the data, not from the text of the source, unless noted: active = activation above about 30%; inactive = the rest. This is a random part of the collection. About 7.1% of those tested had a hit in this group.

SMILES | D1 potentiator | TRHR PAM | D2 antagonist | D1 antagonist | D1 agonist | RXFP1 antagonist | TRHR agonist | D2 agonist | D2 potentiator
Cc1ccc(S(=O)(=O)N2CCCCC2)cc1NC(=O)COc1ccccc1F | 21 | -1 | nt | 0 | 13 | 9 | -0.3 | nt | nt
Cc1ccc2nc(-c3ccccc3O)c(Nc3ccc4c(c3)OCCO4)n2c1 | 0 | 3 | -12 | 4 | 5 | -13 | -0.5 | -2.3 | -4
CCCc1nnc2n1N=C(c1ccc([N+](=O)[O-])cc1)CS2 | -1 | -5 | 3 | 16 | 1 | -10 | -0.4 | -0.4 | -6
Cc1ccccc1NS(=O)(=O)c1ccc(C)c(NS(C)(=O)=O)c1C | 5 | -1 | 33* | -2 | 1 | -12 | 0.9 | 0.4 | -13
COc1ccccc1-c1nc(SCC(=O)NCc2ccccc2)c2c(=O)n(C)c(=O)n(C)c2n1 | 0 | 1 | nt | -8 | -1 | 2 | 0.3 | 0.1 | -1
CCOc1cccc(-c2nn(-c3ccccc3)cc2/C=C(/C#N)C(=O)NCCCn2ccnc2)c1 | -4 | 6 | 16 | 11 | 6 | -17 | 0.2 | 1.4 | 14
CCC(C)NC(=O)COc1ccc(S(=O)(=O)N2CCOCC2)cc1 (stereo not drawn) | 2 | 14 | 6 | 9 | 5 | -12 | 0.9 | -0.2 | 7
NS(=O)(=O)c1ccc(CNC(=O)c2ccccc2SCC(=O)N2CCCC2)cc1 | -2 | 4 | 4 | -2 | 4 | 5 | -0.3 | -0.3 | 12
Cc1cc(C(=O)CSc2ncccn2)c(C)n1Cc1ccco1 | 0 | -2 | 3 | -2 | 9 | -2 | 0.1 | 8.0 | -11
COc1ccc(CC2C(=O)OC(C)(C)OC2=O)cc1 | -1 | 0 | -1 | 0 | 2 | -9 | -0.2 | 0.0 | -10
C=CCn1nnc2sc3c(c2c1=O)CCC(C)C3 (stereo not drawn) | 9 | 6 | -2 | -4 | 1 | -7 | -0.6 | -1.2 | -5
O=Nc1c(O)[nH]c2ccc(Cl)cc12 | -4 | 6 | 6 | -3 | 0 | -4 | -1.0 | 0.0 | -1
Fc1ccc(/C=N/n2c(COc3ccccc3)n[nH]c2=S)cc1 | 6 | 3 | -20 | -9 | 1 | -33 | -1.2 | -0.7 | 7
CCOC(=O)c1c(C)n(CCNC(C)=O)c2ccc(O)cc12 | -5 | -7 | 9 | 9 | 1 | 1 | -0.2 | 0.3 | 10
CCOc1ccccc1NC(=O)Nc1ccccn1 | -4 | 4 | 11 | -15 | 2 | -15 | -0.1 | -0.5 | 6
CN(C)CC(C)(C)CNC(=O)CC1C(=O)NCCN1Cc1ccc(-c2ccccc2)cc1 (stereo not drawn) | -3 | -2 | -15 | 19 | 2 | 0 | -0.2 | 0.7 | -1
CCCC(=O)Nc1ccc2c(c1)nc(CN1CCCC1)n2C | 1 | -1 | 3 | nt | -1 | 2 | 0.8 | -0.5 | -9
COc1cccc(-c2nc(NCc3ccco3)c3ccccc3n2)c1O | -3 | -4 | -8 | 7 | 1 | -14 | 0.2 | 0.8 | 12
CCN(Cc1ccncc1)C(=O)CCc1nnc(CCC2CCCCC2)o1 | -5 | -1 | 2 | -2 | 8 | 0 | -2.1 | 0.0 | 6
CCCc1cc(=O)[nH]c(SCC(=O)N(C)CC(=O)Nc2ccc(C)cc2)n1 | -8 | 5 | nt | -36* | 2 | -9 | 0.1 | nt | nt
CCCn1c(=O)c2c(nc(Br)n2CCC)n(C)c1=O | -6 | -6 | -37 | -4 | 4 | 5 | -1.7 | 0.8 | 2
COc1ccccc1-n1cnc2cc(C(=O)NC3CCCC3)ccc21 | -4 | 4 | 14 | -12 | 0 | 13 | -0.5 | -1.0 | -3
CN1CCN(c2nc3c(c(=O)n(C)c(=O)n3C)n2Cc2ccccc2F)CC1 | 3 | 6 | -3 | 2 | 9 | 6 | 0.4 | 0.1 | 2
Cc1nc(Nc2ccccc2)sc1C(=O)c1ccc(F)cc1 | -3 | 1 | -22 | -6 | 0 | -14 | -0.3 | -0.2 | 6
O=C(CCn1cccn1)Nc1cccc(C(F)(F)F)c1 | -1 | -4 | nt | -3 | 0 | -5 | -0.3 | 0.2 | 0

Later entries:
SMILES | D1 potentiator | TRHR PAM | D2 antagonist | D1 antagonist | D1 agonist | RXFP1 antagonist | TRHR agonist | D2 agonist | D2 potentiator
O=[N+]([O-])c1ccccc1/C=N/n1c(-c2ccccc2)n[nH]c1=S | 0 | 7 | -14 | 1 | 3 | -17 | -0.5 | 0.6 | 17
O=S(=O)(c1cc(Cl)ccc1Cl)N1CCN(c2ccccn2)CC1 | -3 | -5 | 26 | -3 | 3 | -1 | 0.3 | 2.2 | 6
CCS(=O)(=O)N1CCN(c2ccccn2)CC1 | 0 | 13 | 4 | 1 | 1 | 0 | 1.2 | 2.2 | 5
CCOC(=O)CSc1nc(N2CCOCC2)c2c(c1C#N)CC(C(C)C)OC2 (stereo not drawn) | -2 | -9 | -12 | 1 | 0 | 8 | -0.8 | -0.3 | 3
Cc1cc([N+](=O)[O-])nn1CC(=O)N/N=C/c1ccc(O)cc1O | 6 | 4 | -2 | 10 | 1 | 2 | -0.1 | 0.3 | -1
CCOC(=O)C(=O)Nc1nc(-c2ccc3c(c2)CCN3C(=O)C2CC2)c(C)s1 | -3 | -2 | -14 | -1 | 1 | -5 | -0.2 | -1.1 | -19
CCc1nnc(SCC(=O)N(CC)c2ccccc2)c2cc3oc(C)cc3n12 | -2 | -7 | nt | -5 | -1 | -4 | -0.6 | 0.2 | 2
COc1ccc(-n2c(SCC(=O)NCc3ccccc3)nc3c([nH]c4ccccc43)c2=O)cc1 | -3 | -1 | nt | 0 | 4 | nt | -0.4 | -0.1 | 1
Cc1csc(NC(=O)C2CCCN(S(=O)(=O)c3ccc4c(c3)oc(=O)n4C)C2)n1 (stereo not drawn) | nt | 14 | 9 | -6 | 10 | nt | -1.1 | -0.2 | 0
O=C(c1ccc(N2CCOCC2)c([N+](=O)[O-])c1)N1CCN(S(=O)(=O)c2cccs2)CC1 | -9 | -1 | -23 | -4 | 6 | -1 | -0.1 | 2.1 | 8
O=C(C1CCCN(Cc2ccc([N+](=O)[O-])cc2)C1)N1CCCCC1 (stereo not drawn) | -4 | 3 | 3 | -10 | 1 | 2 | 0.2 | -0.5 | 6
Cc1ccc2nc(SCC(=O)NCc3cccs3)[nH]c2c1 | 6 | 0 | -8 | 28 | 1 | -2 | -0.4 | 1.7 | -8
CCOC(=O)C1CCCN(C(=O)C2CCN(C(=O)Nc3ccccc3)CC2)C1 (stereo not drawn) | -5 | 3 | 0 | -6 | 1 | -6 | -0.1 | -0.4 | 1
CC(C)c1ccc(OC(=O)c2cc(-c3ccc(Cl)cc3)on2)cc1 | 0 | -3 | nt | -21 | 1 | nt | 1.5 | -0.3 | -18
COc1ccc(CC(=O)Nc2ccc(OC)c(NC(=O)c3ccco3)c2)cc1 | -2 | 0 | -3 | 5 | 2 | -7 | -1.9 | -1.5 | 0
O=[N+]([O-])c1ccc(CN2CCN(c3ccc(F)cc3)CC2)o1 | 2 | -3 | -27 | 18 | 2 | 1 | 0.1 | 0.5 | -5
COC(=O)C1=CN(c2cccc(C)c2)C=C(C(=O)OC)C1c1cc(OC)c(O)c([N+](=O)[O-])c1 | -3 | -1 | 3 | -2 | 2 | -5 | 0.7 | -0.7 | -10
O=C(COc1ccccc1Cl)Nc1ccc(-c2nc3ccccc3s2)cc1 | 6 | 3 | nt | -6 | 1 | -3 | 3.1 | 0.7 | -19
Cn1nc(-c2ccccc2)cc1NC(=O)C1CCCCC1 | -4 | 2 | 3 | 4 | 2 | -2 | 0.6 | 1.1 | -3
NC(=O)NOCc1ccccc1F | -2 | 5 | -19 | 6 | 2 | 4 | 0.9 | -1.7 | 18
CCn1c(SCC(=O)N2CCOCC2)nc(O)cc1=O | nt | -1 | 10 | -7 | 0 | nt | 0.3 | 0.7 | -2
Cc1cccc(N2CCN(C(=O)c3sc4nc5n(c(=O)c4c3C)CCC5)CC2C)c1 (stereo not drawn) | 0 | 0 | nt | -1 | 1 | -35 | 0.3 | -1.1 | 16
N#Cc1ccc(-c2ccc(F)cc2)nc1Sc1ccc(F)cc1 | -3 | 6 | 9 | 7 | 1 | 5 | -0.2 | 0.7 | -1
COc1ccc(OCCCCn2c(C3CC(=O)N(c4cccc(Cl)c4)C3)nc3ccccc32)cc1 (stereo not drawn) | -2 | -2 | nt | -12 | 18 | nt | 3.0 | -0.3 | 4
O=C(Nc1cccc(Cl)c1Cl)c1cc(S(=O)(=O)N2CCCCC2)ccc1F | 4 | 2 | nt | 2 | 0 | 7 | 1.3 | -0.5 | -6

Following part.
SMILES | D1 potentiator | TRHR PAM | D2 antagonist | D1 antagonist | D1 agonist | RXFP1 antagonist | TRHR agonist | D2 agonist | D2 potentiator
CS(=O)(=O)N(Cc1nc(-c2ccc(F)cc2)no1)c1ccccc1Cl | -3 | -3 | -11 | 10 | 27 | nt | -0.7 | -1.9 | -5
CC(C)(C)N(Cc1ccccc1)C(=O)COC(=O)CNC(=O)c1ccco1 | -3 | -14 | 7 | 0 | 2 | -3 | 0.1 | 0.4 | -4
CCO[C@H]1OC(C(=O)N2CCN(C)CC2)=C[C@@H](C2CC2)[C@@H]1CCCO | -1 | 0 | -7 | 3 | -4 | nt | 0.1 | 0.2 | 16
CCOc1ccc(S(=O)(=O)N2CCCC(C(=O)NCc3cccnc3)C2)cc1 (stereo not drawn) | -9 | -2 | -9 | -31* | 1 | -3 | -0.4 | -0.4 | 2
COc1ccc(N2C(=O)CCC(C(=O)Nc3ccccn3)C2c2ccc(OC)c(OC)c2)cc1 (stereo not drawn) | -7 | 5 | -41 | -15 | 2 | -1 | 0.0 | -0.6 | -5
CCN1CCCC1CNC(=O)c1cc2c(OC)c(OC)c(OC)cc2[nH]1 (stereo not drawn) | -6 | 0 | 83* | -17 | 1 | -4 | 1.0 | 0.3 | -23
CCn1c(C)nc2cc(C(=O)N/N=C(\C)c3ccc(N4CCOCC4)cc3)ccc21 | -5 | 17 | 1 | 3 | 4 | 5 | 0.4 | 3.2 | 3
Cc1ccc2nsnc2c1NC(=O)c1sc2ccccc2c1Cl | 1 | -1 | 14 | 5 | 0 | 11 | -0.4 | 0.0 | 2
